Screens as filed in PubChem BioAssay.
RGS4 block: inhibitors of human RGS4; AID 463165; P49798; HEK293 M3R/RGS4 inducible, Fluo-4 calcium flux; stronger effect = higher value; triggered by carbachol at its EC20; B-score at 10 µM; 310,000 tested, 0.45% active;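 active means B-score, a plate-corrected calcium signal, over three deviations above library mean, with baseline fluorescence within five deviations of library mean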;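 further: RGS4 expression induced by doxycycline in cells with stable M3 receptor; B-score is computed from the integrated fluorescence ratio over baseline after carbachol; higher B-score means a larger calcium signal and so more RGS4 inhibition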
Target sequence (P49798 whole entry, looked up): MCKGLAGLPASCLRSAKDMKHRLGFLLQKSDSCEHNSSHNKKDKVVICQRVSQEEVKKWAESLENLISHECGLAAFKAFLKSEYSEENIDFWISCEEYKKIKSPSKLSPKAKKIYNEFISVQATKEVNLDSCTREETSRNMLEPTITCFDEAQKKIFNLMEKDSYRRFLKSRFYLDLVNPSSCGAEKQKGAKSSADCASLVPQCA
RGS4 act: RGS4 potentiation or activation; AID 463111; HEK293 M3R/inducible RGS4, carbachol calcium flux Fluo4; stronger effect = lower value; B-score at 10 µM; 310,000 tested, 0.92% active;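 active means B-score of the integrated calcium signal more than 4 SD below the library mean, with starting fluorescence not abnormally high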;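 further: negative B-score means reduced calcium response which marks RGS4 activation or potentiation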
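Material: M3R-expressing HEK293 line, RGS4 induced by doxycycline | Schedule: Overnight RGS4 induction, 30 min dye load 37 °C, 20 min compound RT | Measured by: Fluo4 fluorescence kinetic imaging of calcium | Read-out: Integrated calcium ratio converted to B score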
TRPC4 block: TRPC4 (mouse) channel inhibition; B-score at 10 µM; 300,000 tested, 0.39% active; Q9QUQ5; HEK293 TRPC4beta/mu-opioid, DAMGO-evoked Fluo4 calcium flux; stronger effect = lower value;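 active means B-score over 3 SD under the library average, no early fluorescence shift, positive overall ratio signal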
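Assay system: HEK293 cells with stable TRPC4beta plus mu-opioid receptor expression; Probe or stimulus: DAMGO in two steps, submaximal then maximal; Dosing: single-point compound dosing; Measured by: Fluo4 calcium-dye fluorescence, kinetic read; Read-out basis: B score from integrated Fluo4 fluorescence ratio.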
MrgX1 allo act: human MrgX1 positive allosteric modulation, primary screen | Q96LB2 | MrgX1-HEK293, Fluo-4 calcium flux, FDSS; stronger effect = higher value | B-score at 10 µM | 310,000 tested, 0.63% active;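 active means plate-corrected calcium response at least 3 library SD above typical, normal starting fluorescence, not activating the receptor alone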;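 further: compound read alongside a low EC10 to EC30 dose of BAM8-22 agonist; peak minus trough fluorescence over baseline measured at the second addition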
HIF activator: HIF pathway transcriptional activation; U2OS HRE-luciferase reporter, luminescence; normalized: DMSO 0%, desferrioxamine 100%; activation, % at 7.5 µM (by protocol); 300,000 tested, 0.32% active; AID 1910;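 active means mean activation of at least 10% of the iron chelator positive control signal, with at least half of replicates also reaching 10%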
TRPC6 activator: mouse TRPC6 channel activation; B-score at 10 µM; Q61143; HEK293-TRPC6 membrane potential dye fluorescence; stronger effect = higher value; 310,000 tested, 0.13% active;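 active means B-score of the integrated fluorescence ratio above library mean plus 3 SD, and starting fluorescence ratio within library mean plus 5 SD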;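 further: higher score means more depolarization so channel activation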
Target sequence (Q61143 whole entry, looked up): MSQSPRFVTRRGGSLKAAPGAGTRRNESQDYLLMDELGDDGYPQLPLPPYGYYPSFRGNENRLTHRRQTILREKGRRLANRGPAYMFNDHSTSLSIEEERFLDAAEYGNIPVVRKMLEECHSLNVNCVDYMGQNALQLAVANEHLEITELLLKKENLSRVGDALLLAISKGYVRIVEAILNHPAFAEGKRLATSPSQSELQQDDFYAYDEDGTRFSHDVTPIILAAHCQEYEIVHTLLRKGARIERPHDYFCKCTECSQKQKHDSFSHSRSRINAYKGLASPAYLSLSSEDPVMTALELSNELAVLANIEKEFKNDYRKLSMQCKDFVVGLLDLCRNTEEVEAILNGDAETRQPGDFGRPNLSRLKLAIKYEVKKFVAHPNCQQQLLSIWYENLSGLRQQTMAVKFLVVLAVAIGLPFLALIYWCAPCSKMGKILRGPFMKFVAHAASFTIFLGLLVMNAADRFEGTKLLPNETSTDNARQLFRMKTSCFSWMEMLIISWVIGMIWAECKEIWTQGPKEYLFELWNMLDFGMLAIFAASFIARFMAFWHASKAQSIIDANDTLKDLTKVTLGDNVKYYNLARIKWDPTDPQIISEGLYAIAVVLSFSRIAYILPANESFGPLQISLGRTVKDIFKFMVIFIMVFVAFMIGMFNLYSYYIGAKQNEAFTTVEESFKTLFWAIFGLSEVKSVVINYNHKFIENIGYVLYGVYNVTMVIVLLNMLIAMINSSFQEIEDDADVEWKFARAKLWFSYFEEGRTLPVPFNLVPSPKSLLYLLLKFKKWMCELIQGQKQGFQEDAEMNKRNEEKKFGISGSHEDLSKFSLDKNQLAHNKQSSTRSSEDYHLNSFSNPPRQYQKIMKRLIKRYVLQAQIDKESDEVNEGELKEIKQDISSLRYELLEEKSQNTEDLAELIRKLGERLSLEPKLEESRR
SKKanGAS inh: inhibitors of SKKanGAS S. pyogenes growth in kanamycin (SK-promoter or general growth effect); BacTiter-Glo, 6 h; inhibition, % at 7.5 µM; 300,000 tested, 1.3% active; AID 1662;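 active means mean replicate score, as percent of positive control median, at least 50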;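 further: strain carries kanamycin resistance gene driven by streptokinase promoter and grows in 40 µg/ml kanamycin; loss of luminescence reflects streptokinase promoter inhibition or plain growth inhibition; 0% = median of DMSO wells and 100% = positive control at its reference dose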
TRPC6 inhibitor: inhibitors of mouse TRPC6 channel; 310,000 tested, 1.1% active; HEK293-TRPC6, membrane potential dye, ACh-evoked depolarization; stronger effect = lower value; B-score at 10 µM; Q61143;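 active means B-score under library mean minus 3 SD, initial fluorescence not abnormally high, positive integrated signal ratio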;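 further: B-score derived from integrated fluorescence ratio over the kinetic read; more negative B-score means stronger inhibition of depolarization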
Platelet DG rel: platelet dense granule release activity; human platelet-rich plasma, SFLLRN dense granule ATP release, luminescence; inhibition, %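 (compounds screened at 7.5 µM in platelet-rich plasma)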; 300,000 tested, 0.22% active; AID 1663;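 active means mean replicate score, as percent of positive control, at or above 50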
MrgX1 agonist: human MrgX1 receptor agonism, primary screen | 310,000 tested, 0.44% active | AID 588627 | B-score at 10 µM | Q96LB2 | MrgX1-HEK293 cells, Fluo-4 calcium fluorescence, agonist mode; stronger effect = higher value;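 active means calcium response B-score plate-corrected fluorescence ratio at least 3 library SD, with starting fluorescence B-score inside 5 SD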
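Test system: HEK293 cells stably expressing human MrgX1 receptor; Input: fifteen thousand cells per well; Dosing: compound delivered in addition one of three; Schedule: overnight seeding, then 1 h dark dye loading; Technique: Fluo-4 NW calcium fluorescence; Measure: B-scored fluorescence response ratio; Controls: positive and negative controls per plate.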
MrgX1 antag: human MrgX1 receptor antagonism, primary screen; Q96LB2; MRGX1-HEK293 calcium flux, Fluo-4, BAM8-22 antagonism; stronger effect = lower value; B-score at 10 µM; 310,000 tested, 1.3% active;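 active means calcium-response B-score plate-corrected more than 3 library SD below zero, starting fluorescence within 5 deviations, no agonist response on first addition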;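 further: peak minus trough fluorescence over baseline after final BAM8-22 challenge near maximal dose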
* hit, by the source's call; i = inactive; . = no result given.

SMILES	RGS4 block	RGS4 act	TRPC4 block	MrgX1 allo act	HIF activator	TRPC6 activator	SKKanGAS inh	TRPC6 inhibitor	Platelet DG rel	MrgX1 agonist	MrgX1 antag
CN1CCN(c2ccc(NC(=O)c3ccc4c(c3)[nH]c(=O)n4Cc3ccc(F)cc3)cc2)CC1	i	i	i	i	0.1	i	-13.9	i	7.6	i	i
CC(C)OCC(O)CN1CCC(Cc2ccccc2)CC1 (configuration not stated)	i	i	i	i	-0.5	i	4.2	i	5.8	i	i
CC1(C)Cc2c(sc(NC(=O)c3ccccc3)c2C(=O)O)CO1	i	i	i	i	0.8	i	-1.2	i	0.6	i	i
S=c1nc(-c2ccccc2)[nH]c2ccc(Br)cc12	i	i	i	i	0.5	i	1.7	i	-40.4	i	i
COc1ccc(S(=O)(=O)c2c(O)c3ccc(C(=O)Nc4ccccc4Cl)cc3[nH]c2=O)cc1	i	i	i	i	-0.4	i	-11.2	i	-8.0	i	i
COc1cc(C(=O)Nc2nc(C)cc(C)n2)cc(OC)c1OC	i	i	i	i	-0.4	i	-0.1	i	8.3	i	i
c1ccc2c(c1)CN1CCCC1=N2	i	i	i	i	0.1	i	-0.9	i	3.1	i	i
CCCN1CCN(C(=O)c2ccc(CS(=O)c3ccc(Cl)cc3)o2)CC1 (configuration not stated)	i	i	i	i	-0.5	i	1.1	i	7.4	i	i
CC(C)n1c(-c2ccco2)csc1=Nc1cccnc1	i	i	i	i	-0.1	i	4.0	i	-2.1	i	i
C[C@@]12CC(=O)NC1N(C(=O)c1cccc(C(F)(F)F)c1)C(c1ccccc1O)C2 (some centres not stated)	i	i	i	i	-0.2	i	8.6	i	-4.6	i	i
Cc1ccc(S(=O)(=O)NCc2n[nH]c(=S)n2C)cc1	i	i	i	i	-0.5	i	1.7	i	-10.6	i	i
Cc1cc(SCC(=O)c2cccs2)n2nc(C)c(-c3ccc(Cl)cc3)c2n1	i	i	i	i	-0.4	i	28.3	i	13.6	i	i
Cc1cc(C)nc(SCC(=O)N/N=C/c2cccc([N+](=O)[O-])c2)n1	i	i	i	i	0.7	i	-5.5	i	-19.9	i	i
CCSc1nnc(-c2cccnc2)n1-c1ccc(Cl)c(C)c1	i	i	i	i	-0.1	i	0.6	i	0.1	i	i
CC(=O)c1ccccc1OCC(O)CNC1CCCC1 (configuration not stated)	i	i	i	i	0.5	i	4.9	i	1.0	i	i
CC(=O)c1cccc(NC(=S)NC(=O)CC(C)C)c1	i	i	i	i	0.7	i	-3.7	i	1.7	i	i
O=C(CSCc1ccccc1)N/N=C/c1ccccc1OCc1ccccc1	i	i	i	i	0.1	i	-0.8	i	-5.6	i	-5.42*
Cc1ccc(-n2c(O)c(C=Nc3cc(C)on3)c3ccccc3c2=O)c(C)c1	i	i	i	i	1.2	i	1.8	i	-4.0	i	i
O=C(O)c1ccc(N2CCCCC2)cc1O	i	i	i	i	0.1	i	-4.5	i	7.0	i	i
CCCC1Cc2c(sc(NC(=S)NC(=O)c3ccccc3)c2C#N)CO1 (configuration not stated)	i	i	i	i	-0.7	i	7.7	i	-6.7	i	i
c1cnc2ccc3ncccc3c2c1	i	i	i	i	-4.2	i	-9.0	i	-7.8	i	i
COC(=O)C1=C(N)N(c2ccc(F)cc2)C2=C(C(=O)CCC2)C1c1ccc2c(c1)OCO2 (configuration not stated)	i	i	i	i	-0.2	i	-5.9	i	5.7	i	i
N#C/C(=C/c1ccc(O)cc1)C(=O)NCc1ccc(Cl)cc1	i	i	i	i	-7.8	i	11.2	i	-3.7	i	i
OC(C#CCN1CCCC1)(c1ccccc1)c1cccnc1 (configuration not stated)	i	-8.17*	i	i	0.5	i	-1.2	-6.09*	0.3	i	i
Cc1cc(F)ccc1N1CCC(N2CCN(C(C)C)C(CCO)C2)CC1 (configuration not stated)	i	i	i	i	-0.2	i	4.0	i	0.9	i	i
CC1(C)CN(c2ccc(N3CC(C)(C)C3=O)cc2)C1=O	i	i	i	i	0.6	i	1.4	i	-1.9	i	i
O=C(NCc1ccc(Cl)cc1)C1CCN(S(=O)(=O)c2cc([N+](=O)[O-])ccc2Cl)CC1	i	i	i	i	-0.4	i	-1.0	i	-1.6	i	i
CCOc1ccc(OCC(=O)Nc2ccc(OC)cc2[N+](=O)[O-])cc1	i	i	i	i	-0.2	i	-15.8	i	-5.7	i	i
Fc1ccc2nc(N3CCCCC3)sc2c1	i	i	i	i	4.8	i	5.2	i	8.3	i	i
CN(c1cccc(NC(=O)Cc2ccccc2)c1)S(C)(=O)=O	i	i	i	i	.	i	5.1	i	-3.5	i	i
CCOC(=O)c1cc2c(ccn2C)n1CC(=O)N(Cc1ccccc1)c1ccccc1	i	i	i	i	-0.8	i	2.8	i	6.3	i	i
CC(=O)C1=C(C)NC(=O)NC1c1ccccc1OCC(=O)NCCc1ccccc1 (configuration not stated)	i	i	i	i	0.1	i	-8.6	i	1.3	i	i
O=C(NCC1CCCO1)c1ccc(S(=O)(=O)N2CCCCC2)cc1 (configuration not stated)	i	i	i	i	-0.8	i	7.7	i	-3.4	i	i
O=C(c1ccc(-c2cccc(C(F)(F)F)c2)o1)N1CCCC(C(F)(F)F)C1 (configuration not stated)	i	i	i	i	2.4	i	-5.0	i	7.7	i	i
CCn1c(=O)c(C)nn2c3ccccc3nc12	i	i	i	i	0.1	i	-11.1	i	5.0	i	i
Cc1cc(C)c(S(=O)(=O)N2CCCC(C(=O)NCc3ccncc3)C2)c(C)c1 (configuration not stated)	i	i	i	i	-0.5	i	6.0	i	-2.2	i	i
O=C(Nc1nc2c(s1)C(=O)CCC2)c1ccccc1	i	i	i	i	0.4	i	14.0	i	-9.7	i	i
O=[N+]([O-])c1ccccc1/C=N/N1CCN(c2ccccn2)CC1	i	i	i	i	4.1	i	2.8	i	0.9	i	i
COc1cc(NC(=O)c2cc3sccc3n2C)cc(OC)c1	i	i	i	i	5.1	i	-3.3	i	1.9	i	i
CCN(CC)CCCNC(=O)c1cc2c(=O)n(C)c3ccccc3c2n1C	i	i	i	i	0.5	i	-3.4	i	3.4	i	i
O=C(CCN1CCN(CCO)CC1)Nc1ccc(F)c(F)c1	i	i	i	i	0.0	i	0.7	i	0.6	i	i
COc1cc(C)ccc1OCCOCCOc1ccc([N+](=O)[O-])cc1	i	i	i	i	0.2	i	-6.1	i	-3.9	i	i
O=C(NCc1ccccc1Cl)C1CCC(=O)N(CCCN2CCCC2=O)C1 (configuration not stated)	i	i	i	i	0.4	i	4.0	i	-2.3	i	i
O=C(O)C1C2C=CC3(CN(Cc4ccco4)C(=O)C13)O2 (configuration not stated)	i	i	i	i	-0.2	i	-4.3	i	2.9	i	i
CCCc1sc(N)nc1-c1ccc(Cl)cc1	i	-7.4*	i	i	-0.2	i	-6.0	i	-4.9	i	i
O=C(CCNC(=O)C1CCN(S(=O)(=O)c2ccccc2)CC1)NCCc1cccc(F)c1	i	i	i	i	0.1	i	-1.0	i	7.9	i	i
C=CCOc1cccc(C2/C(=C(/O)c3ccc(F)cc3)C(=O)C(=O)N2CCN2CCOCC2)c1 (configuration not stated)	i	i	i	i	0.0	i	5.0	i	1.3	i	i
O=C(O)CSc1nc(-c2cccs2)cc(C(F)(F)F)n1	i	i	i	i	0.0	i	14.9	i	-0.6	i	i
CN(C)CCn1ccc(O)c(Cc2ccc(Cl)cc2)c1=O	i	i	i	i	-0.4	i	-3.6	i	-9.7	i	i
O=C(Cc1ccccc1)N/N=C/c1cc2c(cc1Cl)OCO2	i	i	i	i	0.6	i	-4.6	i	9.1	i	i
The list goes on.
SMILES	RGS4 block	RGS4 act	TRPC4 block	MrgX1 allo act	HIF activator	TRPC6 activator	SKKanGAS inh	TRPC6 inhibitor	Platelet DG rel	MrgX1 agonist	MrgX1 antag
COc1ccc(/C=C/C(=O)N[C@H](C(=O)O)C(C)C)cc1	i	i	i	i	0.4	i	-2.5	i	-31.5	i	i
Cc1ccc2c(c1)N(CC(=O)c1cccc(Cl)c1)C(=O)C(C)O2 (configuration not stated)	i	i	i	i	.	i	13.3	i	3.6	i	i
OC(CNCCc1ccccc1)COc1ccc(OCC(O)CNCCc2ccccc2)cc1 (configuration not stated)	i	i	i	i	-0.7	i	5.1	i	5.9	i	i
O=C(c1ccccc1)N1CCN(c2ccc([N+](=O)[O-])c(NCc3cccnc3)c2)CC1	i	i	i	i	1.4	i	3.4	i	-3.4	i	i
O=C1CCCC(O)=C1C=NCc1ccccc1	i	i	i	i	0.0	i	-3.5	i	-3.5	i	i
COCC(C)N=C1NN=C(c2ccc(NC(C)=O)cc2)CS1 (configuration not stated)	i	i	i	i	-0.7	i	-1.9	i	20.7	i	i
CN(CC(=O)NCc1ccc(F)cc1)CC(=O)Nc1ccc(Cl)c(C(F)(F)F)c1	i	i	i	i	-0.6	i	0.1	i	-39.1	i	-5.55*
Cc1cc(Br)ccc1SCC(=O)N1CCN(S(=O)(=O)c2ccccc2)CC1	i	i	i	i	-0.4	i	8.2	i	-3.4	i	i
Cc1cc(OCC(=O)N(C(C)C)C(C)C)ccc1Cl	i	i	i	i	-0.4	i	-4.1	i	-33.3	i	i
O=C(NNS(=O)(=O)c1ccccc1)C(O)(c1ccccc1)c1ccccc1	i	i	i	i	-0.5	i	3.6	i	4.0	i	i
COc1ccc(-c2cc(C(F)(F)F)nc(NCc3cccs3)n2)cc1	i	i	i	i	-0.1	i	73.7*	i	-16.8	i	i
O=C(NNc1nc2ccccc2nc1C(F)(F)F)c1ccccc1	i	i	i	i	-0.4	i	-2.2	i	9.7	i	i
COc1ccc(C2CC(=O)NC3=C2C(=O)CCC3)cc1Cl (configuration not stated)	i	i	i	i	0.4	i	-3.7	i	-19.3	i	i
COc1cccc(C(=O)NNC(=O)c2sccc2-n2cccc2)c1	i	i	.	i	-0.3	i	-1.7	i	-4.6	i	i
CC(Oc1ccc(Cl)cc1Cl)C(=O)NN=C1CCN(C)CC1 (configuration not stated)	i	i	i	i	-0.4	i	5.0	i	7.5	i	i
O=C(NCCCN1CCOCC1)C1CCN(S(=O)(=O)c2c(Cl)cccc2Cl)CC1	i	i	i	i	0.3	i	-3.6	i	-1.7	i	i
C=C(C)CNC(=S)N/N=C/c1ccc(NC(C)=O)cc1	i	i	i	i	0.3	i	-25.1	i	-3.5	i	i
